# Screening data deposited in PubChem BioAssay by several laboratories.
# NFkB transloc pot – enhances IL-1B driven NFkB nuclear translocation; HUVEC IL-1B NFkB p65 nuclear translocation imaging; activation, % at 2 µM; 94,000 tested, 0.3% active; AID 819;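 active = activation above 40%, about the mean plus 3 SD, also judged a hit on visual image review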;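 also: percent activation is computed from the nuclear over cytoplasmic p65 intensity ratio; values of inactives mirror those of a sister screen read the other way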
# PLAP inhibition – inhibition of human placental alkaline phosphatase – biochemical, luminescence, HTS (AID 690) | purified PLAP, luminescent substrate; higher % means a stronger effect | 96,000 tested, 0.08% active | inhibition, % at 20 µM; hits with a dose series show IC50 in µM; in the data active = a potency from the dose series; inactive = the rest, 99 in 100 with inhibition below about 30%; also: strong numbers were not always called active
# IL1B NFkB inh – blocks IL-1B driven NFkB nuclear translocation in HUVEC cells; HUVEC IL-1B NFkB p65 nuclear translocation imaging; AID 796; 94,000 tested, 0.43% active; inhibition, % at 2 µM;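 active = inhibition above about 30% together with a positive call from visual inspection of the well image, limit read from the data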;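 also: nuclear over cytoplasmic p65 intensity ratio measured by imaging; 0% = IL-1B stimulated DMSO wells and 100% = unstimulated DMSO wells; values of inactives mirror those of a sister screen read the other way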
# Bcl-B displacement – displacers of TR3 peptide from Bcl-B, primary screen, selectivity assay for Bfl-1 inhibitor project, biochemical, fluorescence polarization; FP displacement of FITC-TR3 peptide from Bcl-B; higher % means a stronger effect; displacement, % at 20 µM, or IC50 in µM where a hit was titrated; 96,000 tested, 0.11% active; AID 748;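 active = displacement above 50% at 20 µM plus a fluorescence interference ratio under 1.5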;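 also: plate controls were wells without compound for no effect and wells lacking Bcl-B protein for full effect; a part of the inactive calls stands beside numbers as strong as those of hits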
# MRP reversal – MRP-mediated drug resistance reversal. H69AR cells + 2 uM doxorubicin, CellTiter-Glo, 72 h. differential viability (reversal), % at 10 µM. 85,000 tested, 0.04% active;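 active = viability drop by adding the cancer drug above about 55%, with treated viability meeting a 40% cutoff, limit read from the data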;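 also: viability without doxorubicin minus viability with 2 µM doxorubicin for each compound; larger differential means the compound sensitizes cells more to doxorubicin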
# MRP reversal cytotoxicity – second read-out of MRP reversal, no call of its own (marks repeat the call); viability, %; H69AR cells, CellTiter-Glo, 72 h; measured here: cytotoxicity without doxorubicin
# MRP reversal with doxorubicin – also measured in MRP reversal; calls as there; viability, %; measured here: viability with 2 uM doxorubicin; active compounds read low
# IL1B NFkB inh cell count 2 µM – second read-out of IL1B NFkB inh, no call of its own (marks repeat the call); cell count; measured here: cells passing quality filter;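 raw number of nuclei counted in each imaged well without normalization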
# NFkB transloc pot cell count 2 µM – also measured in NFkB transloc pot; calls as there; cell count; measured here: cells passing quality filter
# The depositor's hits bear a star; nt = no result given. Only part of the results is shown; count on the stated rates, not on these rows.
SMILES,NFkB transloc pot,NFkB transloc pot cell count 2 µM,PLAP inhibition,IL1B NFkB inh,IL1B NFkB inh cell count 2 µM,Bcl-B displacement,MRP reversal,MRP reversal cytotoxicity,MRP reversal with doxorubicin
COc1ccccc1-c1nnc(SCC(=O)N2CCOCC2)n1-c1ccccc1,3,141,-16%,-3,141,-5%,5,82,78
COc1ccc(S(=O)(=O)Nc2ccc3ccccc3c2)cc1C,-8,151,12%,8,151,11%,-36,41,77
Cc1c(NC(=O)/C=C/c2cccs2)c(=O)n(-c2ccccc2)n1C,2,66,5%,-2,66,-5%,nt,nt,nt
CC1CCC(Nc2nnnn2-c2ccccc2)CC1 (stereo not given),11,139,6%,-11,139,10%,nt,nt,nt
CC(=O)c1cnc(Nc2ccccc2)s1,28,47,9%,-28,47,-5%,1,85,84
CCCC(=O)Nc1cc(-c2nc3ncccc3o2)ccc1C,13,76,nt,-13,76,nt,-12,82,94
COc1ccc(C(=O)Cn2nnc(-c3ccccc3NC(=O)C(F)(F)F)n2)cc1,-11,136,20%,11,136,-34%,14,78,64
CCOC(=O)c1cnc2ccc(OC)cc2c1Nc1ccc2c(c1)OCCO2,4,157,3%,-4,157,-3%,nt,nt,nt
CCOc1cc(NC(=O)c2ccco2)c(OCC)cc1NC(=O)Cc1ccc(OC)c(OC)c1,21,119,7%,-21,119,-10%,-2,71,73
CC(C)NC(=O)CSc1nnc(-c2ccc(S(=O)(=O)N3CCCC3)cc2)n1CC1CCCO1 (stereo not given),-10,119,-11%,10,119,-18%,0,100,100
Cc1nn(-c2ccccc2)c(N2CCCC2)c1/C=N/n1cnc2scc(-c3ccccc3)c2c1=O,5,115,-13%,-5,115,0%,26,52,26
CCOC(=O)c1c(C)nc(-c2ccccc2)nc1N,-5,132,2%,5,132,1%,7,60,53
COc1nc(-c2ccccc2)ccc1-c1noc(-c2cccnc2)n1,9,109,0%,-9,109,-30%,-19,50,69
CCCN1C(=O)/C(=C/c2c(NCCCOC(C)C)nc3c(C)cccn3c2=O)SC1=S,nt,nt,-10%,nt,nt,-324%,-3,67,69
CCOc1ccccc1NC(=O)C1=C(C)NC(=O)NC1c1cccc(OC)c1OC (stereo not given),3,116,-20%,-3,116,6%,12,93,81
Cc1ccc2cc(C)c(SCC#N)nc2c1,-6,85,7%,6,85,-6%,-5,97,102
COCCn1c(CN2CCN(C)CC2)nc2c1c(=O)n(C)c(=O)n2C,nt,nt,4%,nt,nt,3%,13,100,87
COc1ccc(CNC(=O)c2cccs2)cc1,-5,103,30%,5,103,1%,-17,77,94
COc1ccc(OC)c(-n2cnc3cc(C(=O)NCCCN4CCOCC4)ccc32)c1,14,179,-39%,-14,179,2%,3,97,95
Cc1cc(C)c(NC(=O)C2CSCCS2)c(C)c1 (stereo not given),-4,145,nt,4,145,nt,nt,nt,nt
CCCn1c(CCC(=O)O)ccc1-c1cccs1,-1,131,-26%,1,131,3%,5,95,90
O=C(COc1ccccc1)NC(NC(=S)Nc1ccccc1C(=O)O)C(Cl)(Cl)Cl (stereo not given),-3,149,-18%,3,149,-1%,nt,nt,nt
CCCCOc1ccc(-c2nnn(CC(=O)NCCc3c[nH]c4ccccc34)n2)cc1,1,158,6%,-1,158,-2%,nt,nt,nt
Cc1cccc(-n2nnc(C(=O)NCc3ccccc3)c2N)c1,16,151,nt,-16,151,nt,5,99,95
O=C(c1ccco1)N1CCN(C(=O)c2cccc3c2C(=O)N(Cc2cccnc2)C3)CC1,-2,140,-33%,2,140,-3%,14,96,82
COC(=O)C(NC(=O)c1ccco1)(Nc1nc(C2CC2)cs1)C(F)(F)F (stereo not given),nt,nt,20%,nt,nt,-8%,0,88,88
O=C(NCc1ccccc1)N1CCN(c2ccccc2F)CC1,3,164,12%,-4,164,-2%,-11,100,111
COC(=O)c1cccc2c1-c1ccccc1/C2=N/O,2,142,-37%,-2,142,4%,-15,69,84
COC(=O)C1=C(N)Oc2cc(C)n(Cc3cccnc3)c(=O)c2C1c1cccc(OC)c1OC (stereo not given),-8,167,-50%,8,167,-1%,3,92,89
CCn1c(SCC(=O)N2CCCCC2)nnc1-c1ccc(S(=O)(=O)N2CCN(C)CC2)cc1,-3,150,-58%,4,150,-2%,-8,85,92
CC(=O)NC(C)c1ccc(Cl)c(Cl)c1 (stereo not given),-4,114,9%,4,114,8%,-5,100,106
CC(C)CCNC(=O)c1cc(-c2ccco2)nc2ccccc12,-10,149,17%,10,149,-5%,4,84,80
O=C(Nc1ccc(OC(F)F)c(Cl)c1)c1cccc(OC(F)F)c1,7,137,81%,-7,137,-1%,nt,nt,nt
COc1ccccc1CNS(=O)(=O)c1cc(C)ccc1OC,-13,107,-41%,13,107,-3%,-2,99,102
CC(C)NC(=O)COC(=O)c1ccc(Cl)c(S(=O)(=O)N2CCCC2)c1,-13,139,0%,13,139,10%,nt,nt,nt
COc1ccccc1C(=O)Nc1ccccc1N1CCN(S(C)(=O)=O)CC1,-2,154,-57%,2,154,-5%,20,94,74
O=C(NCc1cccs1)C1CCC(CNS(=O)(=O)c2ccc(Br)s2)CC1 (stereo not given),8,196,14%,-8,196,-16%,2,85,83
N=C1C(c2nc3ccccc3c(=O)[nH]2)=C(O)CN1CCO,5,40,5%,-5,40,0%,9,93,84
CC(C)(C)OC(=O)N1CCC[C@H]1c1nnc(SCc2c(Cl)cccc2Cl)o1,11,124,-71%,-11,124,-5%,-2,79,81
Cc1ocnc1C(=O)Nc1ccc(Cl)cc1,nt,nt,12%,nt,nt,-6%,15,96,81
O=C(c1ccc(Cl)c(S(=O)(=O)NCc2ccco2)c1)N1CCN(c2ccc(F)cc2)CC1,-36,35,-1%,36*,35*,-10%,-23,68,92
N#Cc1c(/N=C/c2ccco2)sc2c1CCCCC2,6,213,7%,-6,213,-4%,14,108,94
COc1ccc(NS(=O)(=O)c2cc(C(=O)O)ccc2C)cc1,24,127,-7%,-24,127,-9%,-6,95,101
COc1ccc(C(=O)c2oc3ccccc3c2NC(C)=O)cc1,3,164,-10%,-3,164,3%,2,90,88
Cc1cc(=O)[nH]c(SC/C=C/c2ccccc2)n1,7,133,4%,-7,133,-6%,3,95,92
Cc1cc(C)n(-c2nc3ccccc3nc2N2CCN(S(=O)(=O)c3ccc4ccccc4c3)CC2)n1,38,70,-51%,-38,70,7%,-12,84,95
CCOC(=O)CSc1cccc2cccnc12,34,145,nt,-34,145,nt,0,0,0
CCOC(=O)c1nc[nH]c1C,-9,174,34%,9,174,0%,nt,nt,nt
COc1cccc(C2=NOC(C(=O)Nc3cc(C)nn3-c3ccccc3)C2)c1OC (stereo not given),3,62,-15%,-2,62,-6%,-33,32,65
COc1ccccc1Nc1nc(C2(C)CCC(=O)O2)cs1 (stereo not given),14,179,-1%,-14,179,4%,-7,88,95
CCC(C)C1C(C#N)=C(N)OC2=C1C(=O)CC(C)(C)C2 (stereo not given),20,180,nt,-20,180,nt,7,65,59
O=C(Nc1nnc(SCC(=O)N2CCOCC2)s1)c1ccccc1Cl,nt,nt,-16%,nt,nt,0%,nt,nt,nt
CC(C)c1ccc(C(=O)CSc2ncn[nH]2)cc1,30,196,-58%,-30,196,-8%,22,106,83
O=C(Cn1cccc1C(=O)c1ccccc1)NCc1cccs1,-9,87,19%,9,87,-3%,-4,89,93
CCOC(=O)c1nnn(-c2nonc2N)c1CN(CC)c1ccccc1,0,80,-13%,0,80,-8%,9,87,78
CN(C)CCCN1C(=O)C(=O)/C(=C(/O)c2ccncc2)C1c1cccc(Br)c1 (stereo not given),11,127,0%,-11,127,-1%,nt,nt,nt
O=C(Nc1cccc(Cl)c1)Nc1nccs1,4,130,4%,-4,130,-6%,3,79,76
C=CCN1CC(c2nc3ccccc3n2Cc2ccccc2)CC1=O (stereo not given),nt,nt,-7%,nt,nt,-8%,-6,77,82
O=C(Cn1nc(C(F)(F)F)c2c1CCCC2)NC1CCCC1,2,181,-6%,-2,181,-3%,7,104,96
COC(=O)c1cccc(NC(=O)CN2CCC(NC(=O)c3cc(OC)c(OC)c(OC)c3)CC2)c1,0,96,nt,0,96,-3%,-10,65,75

# Random excerpt: six compounds from above
SMILES,NFkB transloc pot,NFkB transloc pot cell count 2 µM,PLAP inhibition,IL1B NFkB inh,IL1B NFkB inh cell count 2 µM,Bcl-B displacement,MRP reversal,MRP reversal cytotoxicity,MRP reversal with doxorubicin
COc1cccc(C2=NOC(C(=O)Nc3cc(C)nn3-c3ccccc3)C2)c1OC (stereo not given),3,62,-15%,-2,62,-6%,-33,32,65
CCOC(=O)CSc1cccc2cccnc12,34,145,nt,-34,145,nt,0,0,0
O=C(Nc1cccc(Cl)c1)Nc1nccs1,4,130,4%,-4,130,-6%,3,79,76
O=C(Cn1nc(C(F)(F)F)c2c1CCCC2)NC1CCCC1,2,181,-6%,-2,181,-3%,7,104,96
CCC(C)C1C(C#N)=C(N)OC2=C1C(=O)CC(C)(C)C2 (stereo not given),20,180,nt,-20,180,nt,7,65,59
C=CCN1CC(c2nc3ccccc3n2Cc2ccccc2)CC1=O (stereo not given),nt,nt,-7%,nt,nt,-8%,-6,77,82

# Other results:
SMILES,NFkB transloc pot,NFkB transloc pot cell count 2 µM,PLAP inhibition,IL1B NFkB inh,IL1B NFkB inh cell count 2 µM,Bcl-B displacement,MRP reversal,MRP reversal cytotoxicity,MRP reversal with doxorubicin
O=C(NCc1cccnc1)c1ccc(Cl)cc1[N+](=O)[O-],-3,141,18%,2,141,0%,nt,nt,nt
NC(=O)c1ccsc1NC(=O)C1CCCCC1,2,94,29%,-2,94,-12%,10,90,80
COc1ccc(NC(=O)CN(C)C(C)C(=O)N2CCCCC2)cc1 (stereo not given),2,159,-24%,-2,159,2%,nt,nt,nt
CCn1c(SCC(=O)NCc2ccco2)nnc1C(C)C,12,120,-33%,-12,120,4%,17,97,80
COC(=O)c1ccc(NC(=O)Cc2ccc(C)cc2)cc1,15,179,-4%,-15,179,-2%,2,96,94
CC1Cc2nc(SCC(=O)NC3CCCCC3)n(C)c(=O)c2S1 (stereo not given),2,114,-3%,-2,114,-3%,nt,nt,nt
CCCCNC(=O)c1onc(CSc2ccccc2)c1C(=O)O,2,140,7%,-2,140,-1%,nt,nt,nt
Cc1ccc(N2C(=O)CC(Nc3ccccc3)C2=O)cc1 (stereo not given),3,184,15%,-3,184,2%,42,101,59
O=C(NC1CCCC1)c1ccc(CS(=O)(=O)c2cccc(C(F)(F)F)c2)o1,-13,179,0%,13,179,14%,-1,88,89
COC(=O)C(C)Sc1ncnc2c1nnn2-c1ccc(F)cc1 (stereo not given),0,92,-1%,0,92,11%,1,99,97
Cc1cccc(N2CCN(C(=O)c3ccccc3NC(=O)C3CC=CCC3C(=O)O)CC2)c1 (stereo not given),7,144,-60%,-7,144,13%,nt,nt,nt
C=CCn1c(COc2ccc(Cl)cc2)nnc1SCC(=O)NCC(=O)OCC,-3,97,-54%,3,97,2%,-2,99,100
O=C(Nc1ccccc1)c1nn(-c2ccccc2)c(=O)cc1C(F)(F)F,-1,139,4%,1,139,12%,nt,nt,nt
CCOC(=O)c1cccc(NC(=O)CCS(=O)(=O)c2cccc3nsnc23)c1,nt,nt,-3%,nt,nt,-4%,2,82,79
CCOC(=O)N1CCN(C(=O)CSc2nc3c(c(=O)n2-c2ccccc2OC)SCC3)CC1,7,116,-28%,-7,116,0%,57*,89*,31*
CC(C)(C)NC(=O)c1ccc(NC(=O)C2COc3ccccc3O2)cc1 (stereo not given),nt,nt,4%,nt,nt,-5%,21,56,35
COC(=O)c1ccccc1NC(=O)NCc1ccccn1,16,178,-30%,-16,178,-2%,18,110,92
Cc1c(NC(=O)CCN2C(=O)c3ccccc3C2=O)c(=O)n(-c2ccccc2)n1C,-1,198,-39%,1,198,-6%,-4,101,105
CC(C)c1nnc(NC(=O)CCC(=O)N2CCN(C3CCCCC3)CC2)s1,10,123,-59%,-10,123,3%,-8,88,96
Cc1ccc(S(=O)(=O)N(C)CC(=O)N2CCc3ccccc32)cc1,15,137,7%,-15,137,-5%,7,105,98
